Assay outcomes: PubChem BioAssay, Southern Research Specialized Biocontainment Screening Center
VEEV TC-83 Vero: inhibitors of VEEV TC-83 cytopathic effect, confirmation, Vero cells (AID 588727); hit rate 0.13% among 350,000; inhibition, % at 20 µM; hits with a dose series show IC50 in µM; Vero cells, VEEV TC-83 cytopathic effect inhibition; higher % means a stronger effect; in the data active means a potency from the dose series; inconclusive means inhibition mostly from about 14% at the one dose, without a potency; inactive means the rest, 99 in 100 with inhibition below about 12%; further: strong numbers were not always called active
H1N1 NS1A inhibition: H1N1 influenza NS1A inhibitors, functional cell based assay (AID 504329) | hit rate 0.3% among 340,000 | NS1A functional cell-based assay, percent inhibition; higher % means a stronger effect | inhibition, % at 12.5 µM, or IC50 in µM where a hit was titrated; in the data active means a potency from the dose series; inconclusive means inhibition above about 27% without an active follow-up result; further: strong numbers were not always called active
H37Rv inhibition: M. tuberculosis growth inhibition, HTS (AID 449762); M. tuberculosis H37Rv growth inhibition, 7H9 media; higher % means a stronger effect; inhibition, % at 25 µM; hits with a dose series show IC50 in µM; hit rate 0.59% among 330,000; in the data active means a potency from the dose series; inconclusive means inhibition above about 70% without an active follow-up result;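 further: bacterial growth assessed after seven days of incubation; strong numbers were not always called active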
M. tuberculosis: growth inhibition of non-replicating M. tuberculosis (AID 488890); Mycobacterium tuberculosis non-replicating, growth inhibition; higher % means a stronger effect; inhibition, % at 25 µM; hits with a dose series show IC50 in µM; hit rate 0.39% among 320,000; in the data active means a potency from the dose series; inconclusive means inhibition mostly from about 82% at the one dose, without a potency; inactive means the rest, 99 in 100 with inhibition below about 76%;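 further: plate controls were DMSO cells for no effect and high antibiotic wells for full effect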
Salmonella PhoP GFP: PhoP regulon inhibitors, Salmonella typhi PhoP promoter GFP reporter, confirmatory (AID 1850); Salmonella Typhi PhoP-promoter GFP reporter, fluorescence, 4 h; higher % means a stronger effect; one-dose inhibition, % at 50 µM; IC50 in µM for titrated hits; hit rate 0.33% among 310,000; in the data active means a potency from the dose series; inconclusive means inhibition mostly from about 25% at the one dose, without a potency; inactive means the rest, 99 in 100 with inhibition below about 19%;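 further: 0% = induced wells with vehicle and 100% = uninduced wells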
VEEV TC-83 Vero 10K pilot screen: also measured in VEEV TC-83 Vero; calls as there; inhibition, %; measured here: 10K pilot screen inhibition
* marks the source's active call; other numbers are inactive results; i = inactive; ? = inconclusive; . = not tested or not shown.

SMILES | VEEV TC-83 Vero | H1N1 NS1A inhibition | H37Rv inhibition | M. tuberculosis | Salmonella PhoP GFP | others
COc1cc(OC)cc(-c2nc(-c3cc4cc(C)ccc4nc3OC)no2)c1 | 3.2% | 3% | . | . | .
COC(=O)c1cc(C(=O)NCCCN2CCOCC2)cc([N+](=O)[O-])c1 | 0.8% | -7% | 1% | -6% | 0%
N#C/C(=C(/O)CSc1ncn[nH]1)c1nc2ccccc2[nH]1 | 1.5% | 3% | 3% | 2% | 0%
C=CCNC(=O)c1ccc(-c2nc(-c3ccc(Cl)cc3Cl)cs2)cc1 | 3.8% | -1% | -12% | 10% | -7%
COc1ccccc1/C=N/NC(=O)c1ccc(CN2C(=O)c3cccc4cccc2c34)cc1 | 0.5% | -9% | 9% | 17% | 7%
Cc1ccc(S(=O)(=O)NCC(=O)OCN2C(=O)c3ccccc3C2=O)cc1 | . | . | -4% | -17% | 24%
C=CCC[C@@H](Cc1ccc(F)cc1)C(=O)OC[C@@H](Cc1c[nH]c2ccccc12)NC(=O)[C@@H](CC=C)CC(=O)NCCO | 0.9% | -8% | 1% | 34% | .
S=C(NCc1ccccc1)N1CCn2cccc2C1c1ccncc1 (stereo not given) | 2.9% | -3% | 3% | -7% | 2%
Cc1ccc2nc(-c3ccc(SCC(=O)N4CCc5ccccc54)nc3)[nH]c2c1 | 6.8% | -9% | -6% | -6% | -5%
CCn1c(=O)cc(OCC(=O)Nc2ccc(C)cn2)c2ccccc21 | 0.7% | -7% | -18% | 7% | 1%
CC1CCC(NC(=O)c2ccc(NS(=O)(=O)c3ccc4[nH]c(=O)[nH]c4c3)cc2)CC1 (stereo not given) | 1.8% | -4% | -6% | -15% | 7%
COc1ccccc1C(=O)NC(CCSC)C(=O)NCC(c1ccco1)N(C)C (stereo not given) | i | -9% | -14% | -3% | -9%
Nc1c(C(=O)OC2CCCCC2)c2nc3ccccc3nc2n1CC1CCCO1 (stereo not given) | i | -18% | 16% | 29% | 1%
CCN(CC)S(=O)(=O)c1ccc(Oc2cccc(C(C)=O)c2)nc1 | 5.1% | 2% | -2% | 7% | 2%
CC(=O)Oc1cccc(N2C(=O)C3C4C=CC(C4=C(C)C)C3C2=O)c1 (stereo not given) | 6.1% | 2% | 7% | -7% | 0%
C=CCn1c(CSCc2ccc(C)cc2)nnc1SCC(=O)NCc1ccccc1 | 5.0% | -14% | -11% | -12% | -9%
NC(=O)c1ccc(NC(=O)COC(=O)c2ccc(Br)c(S(=O)(=O)N3CCOCC3)c2)cc1 | 5.7% | 3% | . | . | .
Cc1ccc(C2CC(c3cccs3)=NN2C(=O)c2ccc(Br)o2)cc1 (stereo not given) | 4.8% | -2% | 20% | 23% | 1%
CCOC(=O)C1C(=O)C=C(c2ccc(C)cc2)CC1c1ccco1 (stereo not given) | 6.7% | 4% | 7% | 7% | 0%
COc1ccc(C(CNC(=O)c2ccc(OC)c(S(=O)(=O)N3CCCC3)c2)N2CCCC2)cc1 (stereo not given) | 0.2% | 8% | -1% | 1% | .
COc1ccc(NC(=O)c2ccccc2SC)c(OC)c1 | 3.6% | -3% | ? | 46% | -14%
CCOc1ccc(NC(=O)c2cc([N+](=O)[O-])ccc2N2CCOCC2)cc1 | 8.1% | 11% | 4% | 7% | 2%
COc1ccc(C2CC(c3ccc(Cl)cc3Cl)Nc3nc(N)nn32)cc1OC (stereo not given) | 12% | -6% | 0% | 30% | -7%
CC(O)(CS(=O)(=O)Cc1ccccc1Cl)C(=O)Nc1cccc(C(F)(F)F)c1 (stereo not given) | 3.4% | -3% | -2% | 4% | 4% | VEEV TC-83 Vero 10K pilot screen=0.6
S=c1c2[nH]cnc2ncn1CCSc1ncnc2nc[nH]c12 | i | -4% | . | . | .
Cc1cc(=O)n2[nH]c(-c3sccc3-n3c(C)ccc3C)cc2n1 | . | . | 0% | 8% | 2%
Cc1ccc(NC(=O)CSc2nnc(CN3CCOCC3)n2-c2ccccc2)cc1 | 1.7% | -2% | 2% | 5% | 19%
CCc1ccc(OCC(=O)NC(C)C)cc1 | 0.2% | -2% | -7% | 6% | -4%
Cc1ccc(C2CC2C(=O)NNC(=S)Nc2cccc(Cl)c2)cc1 (stereo not given) | 2.8% | 2% | 0% | 69% | -1%
Cc1cc(C)n(CC(C)NCc2cn[nH]c2-c2cccc3ccccc23)n1 (stereo not given) | 0.3% | -2% | -1% | 12% | -10%
CC(=O)c1c(C)[nH]c(C(=O)CSc2nc3ccccc3c(=O)n2CCCN2CCOCC2)c1C | i | -20% | -4% | 16% | -9%
Fc1cccc(Cn2ccc(-c3ccc4c(c3)OCO4)n2)c1 | i | 1% | 4% | 42% | -6%
COCCCNC(=O)c1cc2c(-c3cccc(OC)c3)nn(C)c2s1 | 8.9% | 20% | -15% | -19% | -1%
Cc1ccnc(NC(=O)c2cc3c(=O)oc4ccc(C)cc4c3s2)c1 | 0.1% | -10% | 7% | -1% | 18%
CC1CCN(c2ccccc2NC(=O)c2ccc([N+](=O)[O-])o2)CC1 | i | -2% | 1% | 6% | 7%
Cc1cc(NC(=O)C(C)C)ncc1NC(=O)c1cccc(F)c1 | 0.2% | 3% | 4% | 6% | -6%
CCCn1c(C(C)Nc2nc(C)cs2)nc2cc(Cl)c(Cl)cc21 (stereo not given) | 0.5% | 4% | 0% | 16% | -6%
O=C(NN1CCOCC1)c1cc(-c2ccc(Br)s2)nc2ccccc12 | 1.0% | -31% | -7% | 7% | 6%
Cc1ccc(C)c(NC(=O)CN(C)C(=O)c2ccc(S(=O)(=O)N(C)c3ccccc3)cc2)c1 | 9.7% | -8% | -1% | 9% | .
COC(=O)N/N=C\C=C\c1ccc2c(c1)OCO2 | i | 14% | 3% | 7% | 1%
COc1ccccc1-c1nn2c(C3COc4ccccc4O3)nnc2s1 (stereo not given) | i | 18% | -5% | 38% | -8%
Cc1cc(C)n(C(=O)c2c([N+](=O)[O-])c(C)nn2C)n1 | 1.0% | -2% | -13% | 0% | 7%
O=C(COc1ccc(Br)cc1)Nc1ccc(CN2CCOCC2)cc1 | 2.6% | -4% | -2% | 59% | -5%
CCCc1cc(C(=O)N2CCCC(C(=O)c3cc(C)c(OC)c(C)c3)C2)n(C)n1 (stereo not given) | 0.1% | 4% | 10% | 15% | -20%
CC(C)CN(C)C(=O)CCc1nnc(Cc2cccc(C(F)(F)F)c2)o1 | 0.3% | 7% | -1% | 7% | -11%
Fc1cc(NCc2ccccc2)nc(NCc2ccccc2)n1 | 1.7% | -4% | 15% | 63% | -2%
COc1ccc(OC)c(C2N(c3cc(C)on3)C(=O)C3CCCN32)c1 (stereo not given) | 5.4% | 2% | -7% | -6% | 2%
Cc1ccc(C)c(NC(=O)c2ccc3ccccc3n2)c1 | 4.3% | -12% | -3% | -2% | 10%

In the list so far, 2 contain two or more sulfur atoms.
SMILES | VEEV TC-83 Vero | H1N1 NS1A inhibition | H37Rv inhibition | M. tuberculosis | Salmonella PhoP GFP | others
C=CCn1c(CSCc2ccc(C)cc2)nnc1SCC(=O)NCc1ccccc1 | 5.0% | -14% | -11% | -12% | -9%
S=c1c2[nH]cnc2ncn1CCSc1ncnc2nc[nH]c12 | i | -4% | . | . | .

More compounds:
SMILES | VEEV TC-83 Vero | H1N1 NS1A inhibition | H37Rv inhibition | M. tuberculosis | Salmonella PhoP GFP | others
Cc1ccccc1C(=O)NC(=S)NCCN1CCOCC1 | 0.4% | -3% | -8% | -3% | 1%
COc1ccc(OC)c(N(CC(=O)Nc2ccccc2F)S(=O)(=O)c2ccccc2)c1 | 5.8% | 2% | -13% | 6% | 6%
COc1ccc(Cl)cc1NC(=O)CSc1nc(=O)n(CCN(C)C)c2c1CCCC2 | 7.3% | -1% | 2% | . | 10%
O=C1c2cccc([N+](=O)[O-])c2C(=O)N1c1c[nH]c(=O)[nH]c1=O | 0.1% | 12% | -3% | 13% | -2%
COCCCNc1nc(N)c([N+](=O)[O-])c(Nc2cc(OC)ccc2OC)n1 | 0.4% | . | -3% | 6% | 6%
Cc1ccc(-c2ccc(=O)n(CCC(=O)N3CCN(c4ccccc4)CC3)n2)cc1 | 4.7% | 1% | 8% | 26% | 1%
O=C(O)c1cccc(CN2C(=O)SC(Nc3cccc4ccccc34)C2=O)c1 (stereo not given) | 0.4% | -6% | 6% | -15% | 6%
CCc1nc(C)cn1S(=O)(=O)c1cc(C)c(OC)c(C)c1C | i | 3% | -2% | 4% | -8%
O=C(O)COc1ccc(/C=N/NC(=O)c2ccccc2Br)cc1 | 0.1% | -2% | -2% | -5% | -8%
CCCC1=Nc2cc(C(=O)N3CCC(C(=O)OCC)CC3)ccc2Sc2ccccc21 | 5.2% | -1% | 8% | 12% | -2%
Cc1ccc(-c2csc3nnc(SCC(=O)NCc4ccco4)n23)cc1 | i | 6% | 6% | 24% | -3% | VEEV TC-83 Vero 10K pilot screen=0.2
CCN(CC)c1ccc(S(=O)(=O)N2CCOCC2)cc1NS(C)(=O)=O | 1.1% | . | 6% | 4% | -11%

Sorted by heavy-atom count (falling): part of the list above.
SMILES | VEEV TC-83 Vero | H1N1 NS1A inhibition | H37Rv inhibition | M. tuberculosis | Salmonella PhoP GFP | others
CCCC1=Nc2cc(C(=O)N3CCC(C(=O)OCC)CC3)ccc2Sc2ccccc21 | 5.2% | -1% | 8% | 12% | -2%
CCN(CC)c1ccc(S(=O)(=O)N2CCOCC2)cc1NS(C)(=O)=O | 1.1% | . | 6% | 4% | -11%
CCc1nc(C)cn1S(=O)(=O)c1cc(C)c(OC)c(C)c1C | i | 3% | -2% | 4% | -8%
Cc1ccccc1C(=O)NC(=S)NCCN1CCOCC1 | 0.4% | -3% | -8% | -3% | 1%

Of the compounds above, these contain a thiophene ring, fused or not.
SMILES | VEEV TC-83 Vero | H1N1 NS1A inhibition | H37Rv inhibition | M. tuberculosis | Salmonella PhoP GFP | others
Cc1ccc(C2CC(c3cccs3)=NN2C(=O)c2ccc(Br)o2)cc1 (stereo not given) | 4.8% | -2% | 20% | 23% | 1%
Cc1cc(=O)n2[nH]c(-c3sccc3-n3c(C)ccc3C)cc2n1 | . | . | 0% | 8% | 2%
COCCCNC(=O)c1cc2c(-c3cccc(OC)c3)nn(C)c2s1 | 8.9% | 20% | -15% | -19% | -1%
Cc1ccnc(NC(=O)c2cc3c(=O)oc4ccc(C)cc4c3s2)c1 | 0.1% | -10% | 7% | -1% | 18%
O=C(NN1CCOCC1)c1cc(-c2ccc(Br)s2)nc2ccccc12 | 1.0% | -31% | -7% | 7% | 6%

Additional structures.
SMILES | VEEV TC-83 Vero | H1N1 NS1A inhibition | H37Rv inhibition | M. tuberculosis | Salmonella PhoP GFP | others
O=C(NNC(=S)Nc1ccc(Br)cc1Cl)c1ccco1 | i | -1% | 3% | 74% | -5%
CCC(Oc1ccc2c(=O)c(-c3ccccc3OC)coc2c1)C(=O)OCc1ccccc1 (stereo not given) | 12% | -3% | ? | ? | -3%
CCOC(=O)NC(c1ccccc1)C1CCCCC1=O (stereo not given) | 0.4% | 11% | 6% | 4% | 3%
CCOC(=O)C(C)n1cnc2c(nnn2-c2ccc(F)cc2)c1=O (stereo not given) | 1.5% | -27% | -11% | -5% | 7% | VEEV TC-83 Vero 10K pilot screen=1.4
Cc1cc(C(=O)Nn2cnc3ccccc3c2=O)ccc1[N+](=O)[O-] | 8.7% | 13% | -2% | . | 14%
O=C(Nc1ccc2c(c1)OCO2)N1CCCc2ccccc21 | 0.4% | -10% | 13% | 26% | -8%
Brc1cnc2nc[nH]c2c1 | 2.4% | -18% | -2% | 5% | 9%
CC(=O)NC1C(=O)N(CCN2CCOCC2)c2ccc(Cl)cc21 (stereo not given) | 0.8% | -37% | 1% | 57% | 6%
Nc1cccc(C2=Nc3cccc4cccc(c34)N2)c1 | 2.2% | -1% | 2% | -10% | 10%
CCN(CC)c1nc(C)nc2c1cnn2CCc1ccccc1 | 10% | -19% | -1% | -8% | -20%
COc1ccc2[nH]cc(C(O)CN3CCC(C(N)=O)CC3)c2c1 (stereo not given) | 0.2% | 11% | -3% | 1% | 3%
COc1ccc(N=Cc2ccccc2O)cc1 | 10% | -15% | . | . | .

Compounds as they come; about 1.5% have a hit in one of these screens.
